APJ antag – antagonists of human APJ apelin receptor; AID 2521; CHO-K1 APJ beta-arrestin complementation, luminescence; actives 0.32% (n = 330,000); P35414; inhibition, % at 20 µM;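 active means inhibition above about 40% at 20 µM, limit read from the data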;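 further: cells challenged with 10 nM apelin-13 agonist together with compound; plate controls were apelin-13 plus DMSO wells for no effect and DMSO wells lacking apelin-13 for full effect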
Target sequence (P35414 whole entry, looked up): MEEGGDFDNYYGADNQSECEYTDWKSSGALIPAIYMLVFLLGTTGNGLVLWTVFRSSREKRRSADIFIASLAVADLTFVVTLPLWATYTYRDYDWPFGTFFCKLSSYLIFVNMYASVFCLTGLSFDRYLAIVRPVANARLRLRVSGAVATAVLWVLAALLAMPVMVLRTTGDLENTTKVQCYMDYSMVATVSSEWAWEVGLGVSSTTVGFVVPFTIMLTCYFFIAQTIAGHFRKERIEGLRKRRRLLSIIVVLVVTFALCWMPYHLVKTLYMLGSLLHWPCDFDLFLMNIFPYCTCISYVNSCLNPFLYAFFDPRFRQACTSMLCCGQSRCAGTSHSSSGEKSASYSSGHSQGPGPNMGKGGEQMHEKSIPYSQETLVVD
APJ agonist – agonists of human APJ apelin receptor | actives 0.11% (n = 330,000) | P35414 | activation, % at 20 µM | AID 2520 | CHO-K1 APJ PathHunter beta-arrestin, luminescence; 0% DMSO wells, 100% apelin;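 active means activation more than six SD over the plate average, tested at 20 µM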;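 further: 0% = DMSO alone and 100% = apelin-13 at 10 nM; some results filed as inactive read as strong as hits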
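Assay system: CHO-K1 APJ beta-arrestin complementation cell line / Compound: single test compound dose, 20 µM final, 1% DMSO / Times: overnight seeding, 90 min compound at 25 °C, 1 h detection / Technique: beta-gal luminescence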
Mdm2 MdmX PPI – inhibitors of human Mdm2/MdmX interaction; O15151+Q00987; SaOS-2 split-luciferase Mdm2/MdmX complementation, luminescence; inhibition, % at 8 µM; actives 3% (n = 330,000); AID 485346;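 active means inhibition of at least 50% at 8 µM in the primary screen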
697 NFkB inh – inhibitors of the PMA/ionomycin-induced NF-kB reporter in 697 B cells; AID 435022; 697 B-cell NF-kB luciferase reporter, 16 h; inhibition, % at 4 µM; actives 0.33% (n = 330,000); in the data active means inhibition above about 35%
tim23-1 inh – growth inhibitors of tim23-1 mutant yeast; inhibition, % at 20 µM; actives 1.3% (n = 330,000); S. cerevisiae tim23-1 growth, BacTiter-Glo luminescence, 24 h;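 active means growth inhibition of the mutant yeast at or above 50%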;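 further: temperature-sensitive mutant grown at 25 °C; plate controls were DMSO-treated mutant yeast for no effect and medium wells lacking yeast for full effect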
UPR CHOP act – apoptotic UPR (CHOP) activation. CHO-CHOP luciferase reporter, luminescence; percent of tunicamycin response over DMSO baseline. activation, % at 10 µM. actives 0.34% (n = 330,000);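 active means at 10 µM dose, activation of 40% or more, normalized to positive control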;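 further: 100% = tunicamycin at 10 µg/mL and 0% = DMSO alone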
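Dosing – one dose, 10 µM in 0.5% DMSO · System – CHO-CHOP cells, stable luciferase reporter of PERK-eIF2a-CHOP signalling · Input – 500 cells/well · Control set – tunicamycin 10 µg/mL final as positive, DMSO-only wells as negative · Timing – 6 h compound treatment, 37 °C · Measure – % activation vs tunicamycin · Technique – luminescence read with Steady-Glo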
XBP1 UPR activ – activators of adaptive arm of unfolded protein response (XBP1); actives 0.33% (n = 330,000); activation, % at 20 µM; CHO-XBP1 luciferase reporter, IRE1-XBP1 UPR activation, luminescence; percent of tunicamycin response, DMSO as zero;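 active means versus positive control, 20 µM dose yields 30% or more activation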;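 further: 100% = tunicamycin at 10 µg/mL and 0% = DMSO only wells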
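Signal: luciferase luminescence; Assay system: CHO-XBP1 luciferase reporter cells; Amount: one thousand reporter cells per well; Dosing: 20 µM single concentration, DMSO 1%; Benchmarks: high control tunicamycin 10 µg/mL final, low control DMSO vehicle only; Schedule: 6 h compound exposure at 37 °C, 5% CO2; Evaluation: percent activation relative to tunicamycin reference.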
Jurkat NFkB inh – inhibitors of the PMA/ionomycin-induced NF-kB reporter in Jurkat cells | actives 0.53% (n = 330,000) | inhibition, % at 4 µM | AID 435003 | PMA/ionomycin-induced NF-kB luciferase reporter, luminescence; in the data active means inhibition above about 50%
Starred values were filed as active, the others as inactive. Random draw from the library; 5% or so of the library scored in one or more.

smiles,APJ antag,APJ agonist,Mdm2 MdmX PPI,697 NFkB inh,tim23-1 inh,UPR CHOP act,XBP1 UPR activ,Jurkat NFkB inh
O=C(Nc1cccnc1Cl)c1cccc(F)c1,-0.1,-0.3,-8.1,0.2,7.7,-0.4,-0.3,-3.9
Cc1ccc(C(=O)O/N=C(\c2ccccc2)c2ccncc2)cc1,-36.3,2.4,-10.6,11.9,23.9,0.1,-0.9,1.4
CN(C)c1ccc(C2NCCS2)cc1 (stereo not given),12.6,-3.0,14.7,8.5,6.0,-1.9,1.9,13.0
CC1CCN(c2ccc3nnc(CCC(=O)N4CCN(c5ccccc5F)CC4)n3n2)CC1,8.0,-1.9,10.4,-5.3,20.7,5.8,2.7,0.2
Cc1ccc(N(C(=O)c2snc(C(N)=O)c2N)C(CC(C)C)C(=O)NC2CCCC2)cc1 (stereo not given),-16.1,-0.6,8.4,17.0,21.6,0.0,-5.1,11.2
CCOC(=O)c1c(NC(=S)Nc2ccc(F)cc2)sc2c1CCC2,9.8,-5.8,5.4,14.8,9.0,-1.5,-0.3,-7.1
Cc1ccc(C)c(CSc2nnc(-c3ccccn3)n2N)c1,-10.8,-4.2,22.8,25.0,29.9,-0.6,3.8,7.2
O=C1CCC([N+](=O)[O-])C(c2cc3c(cc2Cl)OCO3)N1 (stereo not given),6.5,-1.6,5.3,14.4,4.9,-0.3,1.3,-4.6
N/C(=N\O)c1ccc(Cl)cc1Cl,20.8,-5.6,11.8,-7.6,-3.5,-0.8,-3.2,4.5
C=CCOc1ccccc1CN1CCC(n2nccc2NC(=O)C2CC2)CC1,14.5,-4.3,9.5,18.1,3.4,-0.2,-5.7,-7.0
O=C(CCCCn1c(=O)[nH]c2ccsc2c1=O)NCC1CCCO1 (stereo not given),-20.8,13.8,-14.5,1.9,20.0,1.9,1.1,-12.5
CCCCn1c(=O)[nH]c(=O)c2c1nc(-c1ccc(-c3ccccc3Br)o1)n2CC,21.2,-4.2,10.1,19.0,1.1,-1.3,-2.1,9.4
N#C/C(=C\Nc1ccc2c(c1)OCCO2)C(=O)NCc1ccco1,12.6,-3.4,1.5,-17.9,23.2,1.4,4.2,-10.4
COc1ccc(NC(=O)CSc2nnc(-c3cccs3)n2C)cc1OC,-8.6,-3.4,12.3,19.8,2.7,0.6,-1.2,-0.2
Cc1ccc(NC(=O)N2CCCC2C(=O)Nc2c(C)cc(C)cc2C)cc1 (stereo not given),20.5,-1.4,26.9,18.8,13.3,-0.1,-4.0,11.6
Cc1ccc(-n2ncc(N(C)C)c(Cl)c2=O)cc1,-12.6,-1.2,-7.4,-132.7,-7.4,-2.4,-4.9,-85.8
CC(=O)Nc1c2c(nn1-c1ccccc1C)CSC2,-0.2,-2.4,0.3,2.5,10.6,7.3,-6.0,7.8
COc1ccc(-n2ncc3c2CC(C)(C)CC3NC(=O)CSc2ccccn2)cc1 (stereo not given),4.3,-3.3,11.3,-28.5,30.5,2.2,-5.5,5.1
O=C(Nc1ccc(F)c(Cl)c1)C1CCN(S(=O)(=O)c2cccnc2)CC1,-7.8,-1.4,15.4,-0.6,-3.8,1.7,-1.1,-0.8
O=C(O)c1ccc(N/N=C/c2cccc(F)c2)cc1,12.2,1.1,-114.0,-184.6,9.5,-1.6,-1.8,-78.6
CCNC(=S)N/N=C/c1ccc(OCCOc2ccccc2C)cc1,22.0,-3.8,36.6,32.7,-26.4,-2.2,3.5,2.6
COc1ccc(NS(=O)(=O)c2ccc(S(=O)(=O)N(C)C)cc2)cc1S(N)(=O)=O,-0.2,-0.5,-3.3,9.5,-12.9,-1.1,-0.5,-5.0
Cc1ccc(NC(=O)CN(C)C(C)C(=O)N2CC(C)CC(C)C2)cc1 (stereo not given),11.9,0.0,-8.3,-7.2,10.1,-0.1,2.1,-2.7
CCC(C)[C@H](NC(=O)NCc1cccs1)C(=O)O (stereo not given in full),-20.7,-4.5,10.2,4.6,-3.0,-0.1,3.9,-8.3
COc1ccccc1NS(=O)(=O)c1cc(NC(=O)CNC(=O)c2ccccc2)ccc1C,2.0,-11.3,15.4,10.5,15.9,-0.1,0.3,-8.5
O=C(CNC(=O)c1ccco1)NNC(=O)c1cccc(Cl)c1,-7.3,-3.2,2.7,11.4,-2.5,-1.8,-3.3,9.8
CC1CCN(C(=O)COC(=O)C2CCN(S(=O)(=O)c3ccc4c(c3)OCCO4)CC2)CC1,13.7,-2.7,21.5,6.8,25.5,1.0,5.8,11.0
Cn1c(CCNC(=O)c2ccc(Cl)c(Cl)c2)nnc1SCc1ccc(Cl)c(Cl)c1,-2.3,-2.4,15.4,10.1,-0.9,-2.2,-1.4,0.6
COc1ccccc1NC(=O)c1sc2ncn(Cc3cccc(C)c3)c(=O)c2c1C,-0.7,1.4,31.0,25.0,-5.6,-1.2,-1.9,-13.0
CCOC(=O)/C=C1\NC(C)(C)Cc2cc(OC)c(OC)cc21,8.2,-2.7,10.0,9.1,5.3,-0.3,6.1,8.2

Full records, quoted from the list.
Record of O=C(CNC(=O)c1ccco1)NNC(=O)c1cccc(Cl)c1 = APJ antag = -7.3; APJ agonist = -3.2; Mdm2 MdmX PPI = 2.7; 697 NFkB inh = 11.4; tim23-1 inh = -2.5; UPR CHOP act = -1.8; XBP1 UPR activ = -3.3; Jurkat NFkB inh = 9.8
Record of O=C1CCC([N+](=O)[O-])C(c2cc3c(cc2Cl)OCO3)N1 (stereo not given) = APJ antag = 6.5; APJ agonist = -1.6; Mdm2 MdmX PPI = 5.3; 697 NFkB inh = 14.4; tim23-1 inh = 4.9; UPR CHOP act = -0.3; XBP1 UPR activ = 1.3; Jurkat NFkB inh = -4.6

Reformatted with each value named: two of the compounds above
Cc1ccc(NC(=O)CN(C)C(C)C(=O)N2CC(C)CC(C)C2)cc1 (stereo not given)
  APJ antag = 11.9; APJ agonist = 0.0; Mdm2 MdmX PPI = -8.3; 697 NFkB inh = -7.2; tim23-1 inh = 10.1; UPR CHOP act = -0.1; XBP1 UPR activ = 2.1; Jurkat NFkB inh = -2.7

CCC(C)[C@H](NC(=O)NCc1cccs1)C(=O)O (stereo not given in full)
  APJ antag = -20.7; APJ agonist = -4.5; Mdm2 MdmX PPI = 10.2; 697 NFkB inh = 4.6; tim23-1 inh = -3.0; UPR CHOP act = -0.1; XBP1 UPR activ = 3.9; Jurkat NFkB inh = -8.3

Other records:
smiles,APJ antag,APJ agonist,Mdm2 MdmX PPI,697 NFkB inh,tim23-1 inh,UPR CHOP act,XBP1 UPR activ,Jurkat NFkB inh
O=S(=O)(Nc1ncnc2c1oc1ccccc12)c1ccc(Cl)s1,6.8,-5.6,-2.0,-22.7,6.1,1.7,3.7,-8.0
CC(=O)Nc1cccc(Oc2nc(C)cc(C)c2C#N)c1,-22.7,-2.7,15.8,-5.7,-8.3,-0.1,-3.1,-0.3
CCOc1ccc(C(=O)OCc2nnc(-c3cccs3)o2)cc1OC,-5.9,-2.3,3.3,-15.0,-0.2,0.4,-0.7,7.8
CC(=O)Nc1ccc(N(C(=O)c2ccco2)C(C(=O)NC2CCCCC2)c2ccccc2)cc1 (stereo not given),4.6,-3.7,16.5,14.2,11.4,3.3,1.7,-6.1
O=C(NCCCc1ccccc1)Nc1ccccc1,-5.3,-1.4,-33.4,-11.0,-3.5,-1.1,-0.9,-4.3
O=C(COC(=O)/C=C/c1ccc(F)cc1)NC1CCS(=O)(=O)C1 (stereo not given),19.7,-0.2,-22.7,3.2,8.8,-0.5,1.2,0.2
CCCCC(C)n1[nH]c(=O)cc1N (stereo not given),1.6,-4.2,4.9,20.3,2.8,-0.7,-3.7,-1.7
COc1cc(CN(C(=O)c2cccs2)C2CCS(=O)(=O)C2)cc(OC)c1OC (stereo not given),-3.9,-5.2,9.3,10.6,9.2,1.4,-3.0,1.9
CCC(=O)Nc1nnc(S(=O)(=O)N2CCCc3ccccc32)s1,11.4,-2.1,5.8,0.6,1.8,0.0,1.6,11.4
COc1cc(-c2nc3ccc(C)cn3c2NCc2ccccc2)ccc1-c1cccc(Cl)c1,19.7,-3.2,41.7,-4.2,3.1,1.5,-2.1,-0.3
O=C(CCc1ccc(S(=O)(=O)N2CCOCC2)cc1)NCCc1ccccn1,-10.9,-1.8,-6.8,22.7,5.9,-1.3,-3.0,-2.6
COC(=O)c1c(C(=O)OC)c(-c2ccc(F)cc2)n2c1CS(=O)(=O)C2,-12.0,-3.7,-20.7,4.5,16.3,-0.3,-1.3,-2.4
COc1ccccc1NC(=O)CN(Cc1ccco1)C(=O)c1ccc(=O)[nH]c1,1.6,1.2,-5.2,23.3,13.9,0.7,-1.5,-6.5
COc1ccc(C(=O)NC2CCCCCCC2)cc1OC,0.5,-2.7,5.5,3.8,7.0,3.3,0.3,1.0
COc1ccccc1NC(=O)NC1(C(=O)N2CCOCC2)CCCCC1,-3.5,0.8,28.9,-1.8,11.6,-0.9,1.5,1.5
O=C(Nc1ccc2nc3ccccc3nc2c1)c1ccc(Br)cc1,-13.0,-2.3,-0.6,-24.2,-37.2,2.0,-1.1,-20.5
Cc1cc(C)c(NC2=NCC(=O)N2C2CCCCC2)c(C)c1,16.4,4.7,23.1,6.8,17.6,0.2,-2.5,4.8
Nc1nnc(CC(=O)N/N=C/c2ccccc2OCc2ccccc2F)s1,-6.8,-0.7,-2.6,-6.8,9.8,1.3,1.4,10.0
COc1ccc(C(C)=O)cc1CSc1nc2cc(Cl)ccc2o1,-1.7,-6.1,-7.4,-37.8,-9.9,-0.5,-0.3,-9.8
S=c1[nH]nc(-c2ccc3ccccc3n2)n1Cc1ccccc1,11.5,1.4,-15.1,-12.0,26.5,-0.6,0.9,0.7
CCNc1nc2c(c(=O)[nH]c(=O)n2C)n1CCCc1ccccc1,28.7,-0.9,11.6,9.1,7.9,-0.2,-2.5,-9.5
Cc1nc(-c2cccc(N)c2)cs1,6.7,-2.8,11.8,13.3,-8.6,4.1,0.4,-5.3
Cc1cccc(NC(=O)CSc2nnc(CNC(=O)c3ccco3)o2)c1C,16.1,-0.9,15.2,5.5,5.4,0.3,-6.3,11.0
N#CC1=C2N=C(N)c3ccccc3N2C2=C(C(=O)CCC2)C1c1ccc(Cl)cc1 (stereo not given),-15.8,-0.1,29.9,-17.9,11.2,-0.8,1.0,-12.3
O=C(Nc1cccc(F)c1)Nc1ccnn1C1CCN(C(=O)c2ccccn2)CC1,-8.0,-3.5,-43.1,-12.1,6.5,2.2,0.8,-15.5

Compound activity from PubChem BioAssay.
